Screening results deposited in PubChem BioAssay by National Center for Advancing Translational Sciences (NCATS).
Tau fibril FP – inhibitors of human tau fibril formation; 280,000 tested, 0.39% active; Potency, µM (top dose mostly 57.7 µM), for the others: at the highest dose activity, negative = inhibition, actives largely listed as inhibitors; P10636; K18 P301L tau heparin fibrillization, Alexa594 FP, 6 h; further: on the % scale 0 is the no-effect control and ±100 the full control effect; nearly all actives have a fitted effect of over 55% in size
Target sequence (P10636 561-689 P618L limits assumed): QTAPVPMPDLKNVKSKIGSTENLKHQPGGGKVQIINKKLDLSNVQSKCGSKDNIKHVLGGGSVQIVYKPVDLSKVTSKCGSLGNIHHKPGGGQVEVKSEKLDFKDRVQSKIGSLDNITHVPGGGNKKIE
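FP of Alexa 594-tau after heparin (20 uM) induction. Substrate: human K18 P301L, 15 uM unlabeled, 0.24 uM labeled. Buffer 100 mM sodium acetate pH 7. 6 hr, 37 C.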
Tau fluor cs – counter-screen for tau fibril formation inhibitors. tau K18 P301L Alexa594 fluorescence, heparin fibrillization. 280,000 tested, 0.93% active. AID 1463. Potency, µM (titrated, usually from 57.7 µM), for the others: top-dose activity change, negative = decrease; further: on the % scale 0 is the no-effect control and ±100 the full control effect; nearly all actives have a fitted effect of over 55% in size
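Human K18 P301L tau (15 uM unlabeled plus 0.24 uM Alexa 594-labeled, final) in 100 mM sodium acetate pH 7 was mixed with compound and 20 uM heparin and incubated 6 hr at 37 C.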
HttQ103 aggreg – reduces HttQ103-GFP aggregates in PC12 cells; PC12 HttQ103-GFP aggregates, Acumen cytometry, 40 h; 220,000 tested, 1.1% active; Potency, µM (series often up to 46.1 µM), inactives show at the highest dose activity change, negative = inhibition, hits mostly inhibitors; further: on the % scale 0 is the no-effect control and ±100 the full control effect; nearly all actives have a fitted effect of over 60% in size
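PC12/HTTQ103-GFP, ecdysone-inducible; teb 100 nM; cpd qHTS titration; GFP aggregates read on laser cytometer, Ex 488/Em 500-530 nm.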
Tau ThT inhib – blocks human tau fibril formation measured by thioflavin T. 270,000 tested, 2.1% active. Potency, µM (doses to about 57.4 µM), inactives show top-dose activity, negative = inhibition, hits mostly inhibitors. recombinant tau K18 P301L (four-repeat tau fragment), heparin-induced fibrillization, ThT fluorescence. AID 1460. P10636; further: on the % scale 0 is the no-effect control and ±100 the full control effect; nearly all actives have a fitted effect of over 55% in size
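Aggregation was driven by heparin (20 uM final) acting on recombinant tau […] bearing P301L in 100 mM sodium acetate pH 7; fibrils were detected with Thioflavin T.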
SMN2 splice up – enhancers of SMN2 splice variant expression | HEK293 SMN2-luciferase splicing reporter, luminescence, 30-36 h | Potency, µM (top dose mostly 46.1 µM), without a hit: top-dose activity change, positive = activation, most hits filed as activators | 210,000 tested, 2.8% active | AID 1458; further: % of control where 0% means no effect; nearly all actives have a fitted effect of over 55% in size
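HEK293 cells carry an SMN2 minigene-luciferase reporter in which exon 7 inclusion puts luciferase in frame. Cells were seeded at 2000 cells/well, attached for 10-12 hours, then exposed to compounds for 30-36 hours at 37C before ONE-Glo luminescence.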
HTT cytoprotect – cytoprotection in Huntington HTT-Q103 PC12 cell model. 230,000 tested, 0.14% active. Potency, µM (series often up to 56.4 µM), for the others: cytoprotection (ATP increase), actives largely listed as activators. AID 1471. PC12 HTT-Q103 induced, cytoprotection, ATP luminescence, 40 h;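 further: % of control where 0% means no effect; nearly all actives have a fitted effect of over 45% in size; toxic huntingtin expression switched on by the ecdysone agonist tebufenozide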
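Cells were plated at 1500 per well in phenol red-free DMEM with 5% equine and 5% calf serum. Tebufenozide (100 nM final) and compounds were added, then ATPlite reagent, and luminescence was read.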
ALDH1A1 block – inhibitors of human aldehyde dehydrogenase 1A1; 220,000 tested, 7.3% active; Potency, µM (series often up to 75.3 µM), without a hit: at the top dose activity, negative = inhibition, hits mostly inhibitors; Purified ALDH1A1, NADH fluorescence, propionaldehyde substrate; P00352; active means well fitted inhibition curve with a large enough effect, not every such curve was filed as active; inconclusive means small, poorly fitted or top-dose-only effect, or another doubt; inactive means no such curve, though single readings can be large or run the other way;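 further: plate controls were no enzyme wells and a reference inhibitor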
Target sequence (P00352 whole entry, looked up): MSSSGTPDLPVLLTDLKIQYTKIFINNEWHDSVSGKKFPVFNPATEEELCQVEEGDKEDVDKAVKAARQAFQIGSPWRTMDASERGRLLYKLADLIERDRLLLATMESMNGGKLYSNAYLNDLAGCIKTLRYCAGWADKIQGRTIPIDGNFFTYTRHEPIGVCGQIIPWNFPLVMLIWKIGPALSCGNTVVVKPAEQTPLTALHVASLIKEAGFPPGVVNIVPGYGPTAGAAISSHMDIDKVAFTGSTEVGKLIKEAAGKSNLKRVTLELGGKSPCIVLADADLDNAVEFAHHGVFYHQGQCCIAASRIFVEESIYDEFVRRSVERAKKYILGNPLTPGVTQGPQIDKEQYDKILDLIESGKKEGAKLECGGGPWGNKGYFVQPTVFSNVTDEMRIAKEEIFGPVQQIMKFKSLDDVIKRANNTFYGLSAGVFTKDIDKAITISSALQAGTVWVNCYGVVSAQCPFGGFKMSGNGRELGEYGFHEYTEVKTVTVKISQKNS
KDM4E inh – inhibitors of human JMJD2E histone demethylase. JMJD2E catalytic domain, FDH-coupled NADH fluorescence (FDH is formaldehyde dehydrogenase). Potency, µM (titrated, usually from 57.1 µM), without a hit: top-dose activity change, negative = inhibition, usual class: inhibitors. 230,000 tested, 1.6% active. AID 2147; active means well fitted inhibition curve with a large enough effect, not every such curve was filed as active; inconclusive means small, poorly fitted or top-dose-only effect, or another doubt; inactive means no such curve, though single readings can be large or run the other way;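 further: 0% = wells with enzyme and -100% = buffer wells without enzyme; nearly all actives have a fitted effect of over 50% in size; many of its hits are not listed in these tables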
Target sequence (B2RXH2 1-337 limits assumed): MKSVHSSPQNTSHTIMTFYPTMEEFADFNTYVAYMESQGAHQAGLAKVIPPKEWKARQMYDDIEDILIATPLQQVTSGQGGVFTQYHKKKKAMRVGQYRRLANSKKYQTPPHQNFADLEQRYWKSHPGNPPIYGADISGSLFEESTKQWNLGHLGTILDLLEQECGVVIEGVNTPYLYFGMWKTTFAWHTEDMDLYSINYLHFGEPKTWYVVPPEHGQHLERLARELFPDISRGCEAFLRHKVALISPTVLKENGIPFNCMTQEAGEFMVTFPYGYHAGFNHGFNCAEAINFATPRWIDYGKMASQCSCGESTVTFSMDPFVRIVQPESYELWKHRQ
Numbers without * were called inactive; ? = inconclusive; / = not tested or not shown; & = joins results of further samples; [ ] = dose if it differs, or a comment. Unless noted, the call rests on the fitted dose curve; in most records, active means well fitted curve in the direction sought with a large enough effect; inconclusive means small, poorly fitted or top-dose-only effect, or another doubt; inactive means no such curve, though single readings can be large; an effect the other way counts as inactive or inconclusive. Potency means the concentration at half of the fitted maximal effect.

#1 NC(=O)[C@H]1CC2(CC(c3cccc(NC(=O)COc4ccc(Cl)cc4)c3)=NO2)CN1C(=O)CC(c1ccccc1)c1ccccc1 (stereo partly specified)
#2 O=C(CC1SC(=Nc2ccccc2)N(CCc2c[nH]c3ccccc23)C1=O)Nc1ccccc1F (stereo unspecified)
#3 CNS(=O)(=O)c1ccc(NC(=O)c2ccccn2)cc1
#4 CCOc1ccccc1NC(=O)Cc1coc2ccc(C)cc12
#5 CCCOc1ccc(/C=N/Nc2cccc([N+](=O)[O-])c2)c(O)c1
#6 Cc1cc(OCCN2CCCC2)ccc1C(C)C

assay / compound	1	2	3	4	5	6
Tau fluor cs	-22%	13µM*[quencher]	11%	-18%	6%	-1%
HttQ103 aggreg	-26%[9.22 µM]	?	1%	2%	4%	-6%
Tau fibril FP	-7%	-6%	5%	-6%	-3%	11%
ALDH1A1 block	/	-10%	8%	1%	5%	-2%
HTT cytoprotect	5%[10 µM]	12%[10 µM]	20%[10 µM]	-4%[10 µM]	15%[10 µM]	-12%[10 µM]
SMN2 splice up	/	-16%	20µM*	2%	?	-3%
KDM4E inh	-22%	-7%	0%	1%	4%	?
Tau ThT inhib	-7%	-15%	-1%	-21%	9%	-6%

#7 Cc1ccc(/C=N/c2sc(Cc3ccccc3)c(C)c2C(N)=O)o1
#8 c1ccc(-c2csc3ncnc(NCC4COc5ccccc5O4)c23)cc1 (stereo unspecified)
#9 CCn1cc(C(=O)NCc2ccccc2)c(=O)c2cc(S(=O)(=O)N3CCc4ccccc4C3)ccc21
#10 Cc1c(Cl)c(-c2n[nH]c(=S)n2-c2ccc(F)cc2)nn1C
#11 Cc1cc(C)n(-c2nc3ccccc3nc2N2CCCC2)n1
#12 COCCNc1nc(-c2ccccc2)nc2c1oc1ccccc12

assay / compound	7	8	9	10	11	12
Tau fluor cs	-8%	-12%	-25%	-10%	-5%	?
HttQ103 aggreg	-6%	8.9µM*	/	9%	3%	-8%[9.22 µM]
Tau fibril FP	7%	-1%	-9%	-4%	-5%	?
ALDH1A1 block	?	?	/	?	0%	/
HTT cytoprotect	/	17%[10 µM]	/	12%	-29%	14%[10 µM]
SMN2 splice up	22%	-77%[inhibitor]	-2%	-3%	-18%	/
KDM4E inh	-5%	14%	/	-7%	1%	-9%
Tau ThT inhib	?	-18%	-5%	-3%	-12%	/

Taken from above:
compound 12 in HTT cytoprotect: 14%[10 µM]
compound 9 in Tau fluor cs: -25%
compound 10 in KDM4E inh: -7%

An excerpt of these results, in markdown:
| no. | molecule | Tau fluor cs | HttQ103 aggreg | Tau fibril FP | ALDH1A1 block | HTT cytoprotect | SMN2 splice up | KDM4E inh | Tau ThT inhib |
| --- | --- | --- | --- | --- | --- | --- | --- | --- | --- |
| 7 | Cc1ccc(/C=N/c2sc(Cc3ccccc3)c(C)c2C(N)=O)o1 | -8% | -6% | 7% | ? | / | 22% | -5% | ? |
| 8 | c1ccc(-c2csc3ncnc(NCC4COc5ccccc5O4)c23)cc1 (stereo unspecified) | -12% | 8.9µM* | -1% | ? | 17%[10 µM] | -77%[inhibitor] | 14% | -18% |

Remaining list, next part:
#13 CCCNC(=O)c1cccc(COCC(F)(F)C(F)F)c1
#14 CCC(C(=O)NC1CCCC1)n1c(SCc2cccc(C)c2)nc2ccncc21 (stereo unspecified)
#15 C=CCCC(=O)Nc1nc(C)c(-c2csc(Nc3cc(Cl)ccc3OC)n2)s1
#16 COc1ccc([C@@H]2[C@@H](O)[C@H](O)[C@@H](C)N2C)cc1OC
#17 Cc1c(C#N)sc2nc(-c3ccccc3)nc(N3CCCC3)c12
#18 Cc1cc(/C=C\c2ccc3cc(N(C)C)ccc3[n+]2C)c(C)n1-c1ccccc1

assay / compound	13	14	15	16	17	18
Tau fluor cs	-4%	-26%	14µM*[quencher]	-4%	6%	/
HttQ103 aggreg	-26%	-9%	17%	/	1%	3.2µM*
Tau fibril FP	0%	-12%	14%	-6%	13%	/
ALDH1A1 block	-3%	9%	?	-3%	?	-13%[20.9 µM]
HTT cytoprotect	-15%[10 µM]	/	-57%[inhibitor]	-15%	4%[10 µM]	-93%[inhibitor][17.1 µM]
SMN2 splice up	-4%	-24%	-18%	9%	-5%	-76%[inhibitor][20.6 µM]
KDM4E inh	10%	-23%	-5%	-27%	?	?
Tau ThT inhib	-12%	-9%	?	-9%	9%	/

#19 COC(=O)c1ccc(C2NC(=O)NC(C)=C2C(=O)N(C)C)cc1 (stereo unspecified)
#20 O=C(c1ccccc1)N1CCC(c2nc3c(nnn3Cc3ccccc3Cl)c(=O)[nH]2)CC1
#21 CCN(CC)S(=O)(=O)c1ccc2c(c1)c(=O)c(C(=O)NCc1ccc(Cl)cc1)cn2C
#22 O=C(COC(=O)CCc1c[nH]c(=O)[nH]1)Nc1cccc(Cl)c1
#23 CCOC(=O)c1cn(CC(=O)Nc2cccc(F)c2)nn1
#24 O=C(CSc1nc(-c2cccc(F)c2)[nH]c1-c1ccccc1)Nc1ccc2c(c1)OCO2

assay / compound	19	20	21	22	23	24
Tau fluor cs	-5%	0%	?	-19%	-8%	8.9µM*[quencher]
HttQ103 aggreg	-11%	?	/	?	0%	/
Tau fibril FP	-6%	-6%	-4%	?	-3%	-14%
ALDH1A1 block	0%	?	/	?	15%	/
HTT cytoprotect	-3%	-17%	/	-18%[0.074 µM]	-20%	/
SMN2 splice up	7%	3%	-1%	-19%	-39%[inhibitor]	-50%[inhibitor]
KDM4E inh	-5%	-3%	/	?	3%	/
Tau ThT inhib	-6%	-3%	1%	?	-6%	?

Shown as a hit in HttQ103 aggreg (from the list above):
nr	SMILES	HttQ103 aggreg	Tau fibril FP	ALDH1A1 block	KDM4E inh	Tau ThT inhib
8	c1ccc(-c2csc3ncnc(NCC4COc5ccccc5O4)c23)cc1 (stereo unspecified)	8.9µM*	-1%	?	14%	-18%
18	Cc1cc(/C=C\c2ccc3cc(N(C)C)ccc3[n+]2C)c(C)n1-c1ccccc1	3.2µM*	/	-13%[20.9 µM]	?	/

Remaining list, next part.
#25 O=C(Nc1ccc(F)cc1)N1CCN(c2ncccn2)CC1
#26 O=C(NCCSCc1ccco1)Nc1ccc(Cl)cc1
#27 Nc1c(Cl)c(Cl)nc(C(=O)N/N=C/c2cccnc2)c1Cl
#28 COc1ccc(NC(=O)N[C@@H](CCSC)C(=O)O)cc1OC
#29 CC(C)(C)c1ccc(C(=O)c2c[nH]c(C(=O)NCCCn3ccnc3)c2)cc1
#30 Nc1nc(CN2CCN(c3ccccc3)CC2)nc(N2CCCc3ccccc32)n1

assay / compound	25	26	27	28	29	30
Tau fluor cs	8%	-30%	-5%	-14%	-10%	-10%
HttQ103 aggreg	-1%[9.22 µM]	19%	-2%[9.22 µM]	2%[9.22 µM]	-6%	11%
Tau fibril FP	2%	-13%	6%	-2%	4%	0%
ALDH1A1 block	6%	?	5%	-1%	6%	?
HTT cytoprotect	4%[10 µM]	-14%	-5%[10 µM]	-7%[10 µM]	-22%	-22%[0.074 µM]
SMN2 splice up	/	?	/	/	-50%[inhibitor]	-22%
KDM4E inh	15%	1%	10%	-2%	7%	-12%
Tau ThT inhib	-2%	-3%	-4%	-11%	-8%	?

Part of the list above, as a markdown table.
| nr | structure | Tau fluor cs | HttQ103 aggreg | Tau fibril FP | ALDH1A1 block | HTT cytoprotect | SMN2 splice up | KDM4E inh | Tau ThT inhib |
| --- | --- | --- | --- | --- | --- | --- | --- | --- | --- |
| 30 | Nc1nc(CN2CCN(c3ccccc3)CC2)nc(N2CCCc3ccccc32)n1 | -10% | 11% | 0% | ? | -22%[0.074 µM] | -22% | -12% | ? |
| 29 | CC(C)(C)c1ccc(C(=O)c2c[nH]c(C(=O)NCCCn3ccnc3)c2)cc1 | -10% | -6% | 4% | 6% | -22% | -50%[inhibitor] | 7% | -8% |
| 26 | O=C(NCCSCc1ccco1)Nc1ccc(Cl)cc1 | -30% | 19% | -13% | ? | -14% | ? | 1% | -3% |
| 27 | Nc1c(Cl)c(Cl)nc(C(=O)N/N=C/c2cccnc2)c1Cl | -5% | -2%[9.22 µM] | 6% | 5% | -5%[10 µM] | / | 10% | -4% |

Following part:
#31 CC1=C(C(=O)Nc2ccccn2)C(c2ccc(Br)cc2)NC(=S)N1 (stereo unspecified)
#32 COC(=O)c1ccc(OC)cc1OCC(=O)N1CCN(c2ccc(F)cc2)CC1
#33 COc1cc(OC)c2c(OC)cccc2n1
#34 COc1ccc(-c2n[nH]c(=S)n2-c2ccc3c(c2)OCCO3)cc1
#35 C/C(=N\NC(=O)CNC(=O)c1ccc2c(c1)OCCO2)c1ccco1
#36 O=C(NC1CCCCC1)c1cccnc1C(=O)O

assay / compound	31	32	33	34	35	36
Tau fluor cs	-7%	-12%	-5%	-6%	-1%	-14%
HttQ103 aggreg	5%	18%	9%	28%	-11%[9.22 µM]	-9%
Tau fibril FP	0%	0%	-4%	7%	1%	-4%
ALDH1A1 block	0.71µM*	-7%	?	-9%	/	?
HTT cytoprotect	/	-32%	/	/	-14%[10 µM]	-27%
SMN2 splice up	13%	-12%	-1%	4%	/	6%
KDM4E inh	-5%	-1%	?	-22%	-12%	?
Tau ThT inhib	-10%	-9%	4%	-16%	-2%	-11%

#37 CN(C)S(=O)(=O)c1ccc(N2CCCC2)c(C(=O)NCc2ccc(Cl)cc2)c1
#38 O=C(O)c1cccc2c1C(=O)c1ccccc1-2
#39 CCOC(=O)C1C(=O)NC(C)C1c1ccccc1 (stereo unspecified)
#40 CCCCOC(=O)c1ccc(O)cc1
#41 O=C(/C=C/c1ccccc1)NCCSc1ccc(Cl)cc1
#42 O=C1C2CCCN2C(c2cccc(F)c2)N1c1cccc(Cl)c1 (stereo unspecified)
#43 CN1C(=O)C2(N=c3ccccc3=N2)c2ccccc21

assay / compound	37	38	39	40	41	42	43
Tau fluor cs	-11%	-12%	0%	3%	?	-7%	-12%
HttQ103 aggreg	-4%	10%[9.22 µM]	-7%	7%&-6%	-9%	-8%	-18%
Tau fibril FP	-3%	-15%	-1%	5%	-8%	-8%	?
ALDH1A1 block	-5%	22µM*	3%	16%	-6%	2%	-11%
HTT cytoprotect	-10%	18%[10 µM]	11%	?	-6%	-1%	-15%
SMN2 splice up	-11%	/	-11%	?	0%	5%	-1%
KDM4E inh	7%	0%	3%	6%	0%	1%	?
Tau ThT inhib	-7%	?	4%	-2%	-12%	-7%	-16%

Only part of the results is shown; rates above refer to the full screens.
